NPSR antagonist – antagonists of human neuropeptide S receptor cAMP signaling | Potency, µM (doses to about 38.3 µM), without a hit: at the top dose activity change, negative = inhibition, actives largely listed as inhibitors | AID 1461 | Q6W5P4 | 220,000 tested, 1% active | CHO-NPSR cells, cAMP TR-FRET, antagonist mode; note: potency is the fitted concentration of half-maximal effect; % is set by controls: 0 for no effect and ±100 for the full control effect; nearly all actives have a fitted effect of over 50% in size; many of its hits are not listed in these tables
CBFb-RUNX1 inh – inhibitors of human CBF-beta and RUNX1 interaction | Q01196+Q13951 | AlphaScreen CBFb-His/RUNX1-biotin binding, biochemical | Potency, µM (doses to about 59.8 µM), for the others: at the top dose activity, negative = inhibition, actives largely listed as inhibitors | 230,000 tested, under 10 active | AID 1477; note: % of control where 0% means no effect
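CBF-beta (His) and RUNX1 (biotin), 30 nM each; 20 min preassociation; + compound, 15 min; + beads 50 ng each (Ni, streptavidin), 90 min; RT; AlphaScreen read.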
L3MBTL1 block – blocks human L3MBTL1; Potency, µM (top dose mostly 57.1 µM), for the others: top-dose activity, negative = inhibition, hits mostly inhibitors; 230,000 tested, 0.66% active; AlphaScreen L3MBTL1–H3K9me1 peptide binding; Q9Y468; AID 485360; note: potency is the fitted concentration of half-maximal effect; % is set by controls: 0 for no effect and ±100 for the full control effect; nearly all actives have a fitted effect of over 60% in size
Target sequence (Q9Y468 whole entry, looked up): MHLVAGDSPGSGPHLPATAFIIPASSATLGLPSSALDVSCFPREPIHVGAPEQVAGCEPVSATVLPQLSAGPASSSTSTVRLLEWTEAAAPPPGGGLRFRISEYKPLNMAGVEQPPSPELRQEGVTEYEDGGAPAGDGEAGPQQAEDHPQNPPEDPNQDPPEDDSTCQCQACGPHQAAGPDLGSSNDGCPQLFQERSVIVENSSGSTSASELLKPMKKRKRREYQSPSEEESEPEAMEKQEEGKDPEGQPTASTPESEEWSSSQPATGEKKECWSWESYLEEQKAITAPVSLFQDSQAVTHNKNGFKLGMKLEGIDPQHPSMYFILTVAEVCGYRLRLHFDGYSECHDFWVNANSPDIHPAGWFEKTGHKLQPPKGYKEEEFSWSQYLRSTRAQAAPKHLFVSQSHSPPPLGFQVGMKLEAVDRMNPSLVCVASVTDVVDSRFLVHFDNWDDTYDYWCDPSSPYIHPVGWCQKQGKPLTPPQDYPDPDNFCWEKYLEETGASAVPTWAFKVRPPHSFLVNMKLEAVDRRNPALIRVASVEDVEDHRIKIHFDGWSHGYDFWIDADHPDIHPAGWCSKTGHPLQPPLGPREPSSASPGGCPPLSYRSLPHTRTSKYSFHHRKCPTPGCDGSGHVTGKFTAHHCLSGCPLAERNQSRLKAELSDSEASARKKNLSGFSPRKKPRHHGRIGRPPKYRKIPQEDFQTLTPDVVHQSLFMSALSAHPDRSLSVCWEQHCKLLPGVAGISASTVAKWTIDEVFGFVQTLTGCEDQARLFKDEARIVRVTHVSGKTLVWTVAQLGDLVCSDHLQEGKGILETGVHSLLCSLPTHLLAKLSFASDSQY
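L3MBTL1 50 nM + b-AHA-H3(1-15)K9me1 75 nM, 30 min RT; compound added, 30 min RT; streptavidin donor/Ni-chelate acceptor beads 10 ug/mL each final, 30 min RT dark; AlphaScreen read.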
IMPase Li inh – membrane-permeable IMPase blocker, potentiated with lithium; CHO-M1 cells, IP1 TR-FRET (IP-One), carbachol + lithium; Potency, µM (highest dose often 59.4 µM), inactives show at the top dose activity, negative = IMPase inhibition, actives largely listed as inhibitors; 210,000 tested, 0.35% active; AID 1457;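 note: IP1 builds up when IMPase is blocked and the TR-FRET signal falls; potency is the fitted concentration of half-maximal effect; plate controls were basal vehicle for no effect and high inhibitor control for full effect; nearly all actives have a fitted effect of over 50% in size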
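Readout is a homogeneous TR-FRET IP1 immunoassay (Ex 320, Em 665 and 620), where raised cytosolic IP1 lowers signal. Cells were CHO-M1 treated 30 min at 37C with test compounds plus a little lithium; AC50 values came from Hill-equation fitting.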
Luc counter – counter-screen: inhibitors of Kinase-Glo firefly luciferase; Q27757; Kinase-Glo luciferase, ATP luminescence, 8 min; Potency, µM (top dose mostly 38.3 µM), without a hit: top-dose activity change, negative = inhibition, actives largely listed as inhibitors; 200,000 tested, 0.28% active; note: potency is the fitted concentration of half-maximal effect; % is set by controls: 0 for no effect and ±100 for the full control effect; nearly all actives have a fitted effect of over 60% in size
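Compound is pinned into ATP-containing buffer (10 uM ATP, imidazole pH 7.2, 7 mM MgCl2). Kinase-Glo luciferase reagent is then added. Light output is recorded following an 8-min room-temperature incubation.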
Epigenetic derep – epigenetic control regulation, reporter derepression; murine LDR cells, GFP reporter derepression, 30 h; Potency, µM (highest dose often 53.9 µM), without a hit: at the highest dose GFP activation, usual class: activators; 280,000 tested, 0.2% active; AID 1865; note: potency is the fitted concentration of half-maximal effect; % of control where 0% means no effect; nearly all actives have a fitted effect of over 60% in size
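Readout is the number of GFP-expressing murine LDR cells, counted by cytometry following washing. Cells were treated with compound for 30 h at 37 C; the stably integrated CMV-GFP locus is normally silent.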
HttQ103 aggreg – mutant huntingtin aggregation inhibition | PC12 HttQ103-GFP aggregates, Acumen cytometry, 40 h | Potency, µM (top dose mostly 46.1 µM), for the others: top-dose activity change, negative = inhibition, hits mostly inhibitors | 220,000 tested, 1.1% active; note: potency is the fitted concentration of half-maximal effect; % is set by controls: 0 for no effect and ±100 for the full control effect; nearly all actives have a fitted effect of over 60% in size
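PC12 cells with ecdysone-inducible HTT exon1 Q103-GFP, induced by 100 nM tebufenozide, given compounds in a concentration series. GFP aggregates (1–25 um, 6 SD above background) counted in lysates by laser-scanning cytometry, 488 nm excitation.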
* hit, by the source's call; ? = inconclusive; / = not tested or not shown; [ ] = dose if it differs, or a comment. Calls come from the whole dose curve; as a rule, active = well fitted curve in the direction sought with a large enough effect; inconclusive = small, poorly fitted or top-dose-only effect, or another doubt; inactive = no such curve, though single readings can be large; an effect the other way counts as inactive or inconclusive. Only part of the results is shown; count on the stated rates, not on these rows.

Field names: A = NPSR antagonist; B = CBFb-RUNX1 inh; C = L3MBTL1 block; D = IMPase Li inh; E = Luc counter; F = Epigenetic derep; G = HttQ103 aggreg
COc1ccc(N(C)S(=O)(=O)c2cccc(C(=O)Nc3ccc(OC)nc3)c2)cc1
  A = 10% | B = 4% | C = -7% | D = 1% | E = -3% | F = -1.3% | G = 5%
O=C(OCCOc1ccc(Br)cc1)c1ccc(Cl)nc1
  A = -2% | B = 29% | C = 60%[activator] | D = 19% | E = 4% | F = -1.9% | G = 0%
O=C(c1ccc2c(c1)OCO2)N1CCCC1
  A = -6%[46.1 µM] | B = 6% | C = -9% | D = -13%[38.3 µM] | E = -2% | F = -2.3% | G = -1%
O=C(CSc1ccccc1)NC1=NCCS1
  A = 0% | B = 2% | C = / | D = / | E = / | F = 1.1% | G = -3%[9.22 µM]
O=C(O)c1cn(-c2ccccc2)nc1C(=O)O
  A = 1%[46.1 µM] | B = 11% | C = 10% | D = -3% | E = -3% | F = 1.2% | G = -25%
Clc1ccc(-c2ccc(SCc3ccccn3)nn2)cc1
  A = -13%[46.1 µM] | B = 7% | C = 0% | D = -6%[38.3 µM] | E = -1% | F = -1.1% | G = 5%
CC12CCC(C(=O)Nc3ccccc3)(C(Br)C1=O)C2(C)C (stereo unspecified)
  A = 0% | B = 0% | C = 0% | D = 0% | E = 2% | F = 8.2% | G = 11%
Fc1ccc(/C=N/NC(=S)Nc2cccnc2)cc1F
  A = -26% | B = 11% | C = ? | D = 18% | E = 1% | F = -2.1% | G = -9%
O=C(COC(=O)/C=C/c1ccc(Br)o1)NCCCN1CCCC1=O
  A = 3% | B = 5% | C = -5% | D = 8% | E = 3% | F = -1.2% | G = 19%
CS/C(=C\[N+](=O)[O-])Nc1ccc(OC(F)(F)F)cc1
  A = -26% | B = -4% | C = -4% | D = -1% | E = -7% | F = -1.1% | G = -16%
O=C(/C=C/c1cccc([N+](=O)[O-])c1)NC(=S)Nc1cccc(NC(=O)c2ccccc2Cl)c1
  A = -21% | B = -4% | C = 0% | D = 0% | E = 0% | F = -1.0% | G = ?
COc1ccc(-n2c(=S)[nH]c3cc(C(=O)NCc4ccco4)ccc3c2=O)c(OC)c1
  A = -24%[46.1 µM] | B = 2% | C = / | D = 16%[38.3 µM] | E = 3% | F = -0.8% | G = 2%
O=c1[nH]cnc2ccc([N+](=O)[O-])cc12
  A = -1% | B = 5% | C = / | D = / | E = / | F = -1.1% | G = -24%[9.22 µM]
Cc1ccc(S(=O)(=O)NCC(=O)OCN2C(=O)c3ccccc3C2=O)cc1
  A = -4%[46.1 µM] | B = -1% | C = / | D = -4%[38.3 µM] | E = 7% | F = -3.1% | G = -10%[9.22 µM]
O=C(COC(=O)c1ccccc1[N+](=O)[O-])c1ccc(C2CCCCC2)cc1
  A = -21%[46.1 µM] | B = -4% | C = -20% | D = 11%[38.3 µM] | E = 11µM* | F = 1.2% | G = ?
Cc1ccc(-n2nc3ccc(NC(=O)c4ccco4)cc3n2)cc1
  A = -10%[46.1 µM] | B = 6% | C = / | D = 19%[38.3 µM] | E = -1% | F = 0.7% | G = -6%
O=C(CC1SC(=Nc2ccccc2)N(Cc2ccccn2)C1=O)Nc1ccc(Br)cc1 (stereo unspecified)
  A = -40% | B = -2% | C = -6% | D = -2% | E = -2% | F = -5.1% | G = 10%
O=C(NCc1ccco1)N1c2ccccc2Sc2ccccc21
  A = ? | B = 3% | C = -21% | D = 11%[38.3 µM] | E = 1% | F = 2.2% | G = ?
Cc1ccc(-c2csc(NC(=O)CCNC(=O)c3ccco3)n2)cc1
  A = -3% | B = -2% | C = -5% | D = -1% | E = 4% | F = 0.0% | G = 2%
C#CCn1c(S(=O)(=O)Cc2ccc(C)cc2)nc(-c2ccccc2)c1-c1ccccc1
  A = ? | B = 5% | C = -3% | D = 4%[38.3 µM] | E = -2% | F = -1.0% | G = -31%
CCc1nnc(NC(=O)c2ccc(NS(=O)(=O)c3ccccc3)cc2)s1
  A = -16%[46.1 µM] | B = 7% | C = 6% | D = -3% | E = 2% | F = 3.5% | G = -17%
CC1Cc2ccccc2N1C(=O)CCN1C(=O)C2C3C=CC(C3)C2C1=O (stereo unspecified)
  A = -11%[46.1 µM] | B = -1% | C = -3% | D = -5%[38.3 µM] | E = -4% | F = 1.6% | G = -3%
Cc1ccc(NC(=O)CSc2ncc3ccccn23)cc1
  A = -14% | B = 29% | C = / | D = 11% | E = 0% | F = 5.8% | G = 11%
CCN1C(=O)C2C(c3cccc(F)c3)NC(CC)(C(=O)OC)C2C1=O (stereo unspecified)
  A = 1%[46.1 µM] | B = 2% | C = 5% | D = -15%[38.3 µM] | E = 0% | F = -0.9% | G = 0%
O=C(CN1CCN(c2ncccn2)CC1)N1CCCc2c1c(=O)oc1ccc(O)cc21
  A = -12%[46.1 µM] | B = 8% | C = 2% | D = 12% | E = -2% | F = 4.7% | G = ?
COC(=O)c1nn(-c2ccccc2)c(-c2ccccc2)c1C(=O)c1ccccc1
  A = ? | B = -3% | C = -1% | D = 9%[38.3 µM] | E = -1% | F = 0.9% | G = -4%
COc1ccc(N2CCN(C(CNC(=O)C(=O)NCCc3c[nH]c4ccccc34)c3ccco3)CC2)cc1 (stereo unspecified)
  A = -16% | B = 0% | C = 6% | D = 9% | E = 0% | F = 1.0% | G = 3%
CC1(C)COC(/C=C/c2ccc([N+](=O)[O-])cc2)=N1
  A = 11% | B = -5% | C = 4% | D = -3% | E = 2% | F = -0.9% | G = -16%[0.0738 µM]
Cc1ccc2c(C)c(C(=O)N3CCC(N4CCC(C(=O)NC5CC5)CC4)CC3)oc2c1
  A = 36% | B = 7% | C = -3% | D = / | E = / | F = 0.0% | G = -6%[9.22 µM]
NC(=O)c1ccsc1NC(=O)c1cc(=O)c2ccccc2o1
  A = -20% | B = 4%[2.36 µM] | C = 36%[activator] | D = -2% | E = -11% | F = 13% | G = 1%
CC(=O)NC(C1C(=O)CC(C)(C)CC1=O)(C(F)(F)F)C(F)(F)F
  A = -12%[46.1 µM] | B = 6% | C = 5% | D = 8%[38.3 µM] | E = 2% | F = 3.8% | G = -5%
N#CCCn1nc(-c2ccccc2)cc1Nc1ccccc1NC(=O)C(F)(F)F
  A = -9% | B = 2% | C = -4% | D = -3% | E = 2% | F = 1.0% | G = 1%
CCCn1c(C)nc2c(NCCCN(CC)CC)nc(C)nc21
  A = / | B = 9% | C = / | D = -2% | E = -2% | F = 2.6% | G = /
Cn1c(=O)c2c(nc(NCCCN3CCOCC3)n2Cc2ccc(Cl)cc2)n(C)c1=O
  A = 1%[46.1 µM] | B = -3% | C = -10% | D = 13%[38.3 µM] | E = -8% | F = 0.6% | G = 28%
COc1ccc(C(=O)CCC(=O)O)c(C)c1
  A = -9%[46.1 µM] | B = 7% | C = / | D = 4%[38.3 µM] | E = 16% | F = 1.0% | G = ?
CC(C)C[C@H](NC(=O)[C@H](CCC(N)=O)NC(=O)[C@H](CCCCN)NC(=O)[C@H](CCC(N)=O)NC(=O)[C@@H](N)CCC(=O)O)C(=O)N[C@@H](CCC(N)=O)C(=O)O
  A = / | B = 11% | C = / | D = 2% | E = / | F = 0.8% | G = /
Cc1ccc(NC(=S)NC(CO)C(O)c2ccc([N+](=O)[O-])cc2)cc1 (stereo unspecified)
  A = 4% | B = 1% | C = / | D = -10% | E = / | F = 2.6% | G = 12%
c1coc(CNc2nc(-c3cccs3)cs2)c1
  A = -15% | B = ? | C = 28µM* | D = 10% | E = 3% | F = 2.2% | G = 9%
CS(=O)(=O)Nc1ccc(C(=O)Nc2cccc([N+](=O)[O-])c2)cc1
  A = 8% | B = -1% | C = / | D = -7% | E = / | F = 0.0% | G = 2%
O=c1c(Cc2ccc(F)cc2)c(O)ccn1Cc1cccc(Cl)c1
  A = -6%[46.1 µM] | B = -3% | C = 15% | D = 12% | E = 5% | F = -1.0% | G = -26%
O=C(NCc1ccco1)c1cccc(S(=O)(=O)N2CCOCC2)c1
  A = -1%[46.1 µM] | B = -2% | C = 4% | D = 8%[38.3 µM] | E = -2% | F = 1.5% | G = -1%
CC1CC2(CCCCC2)N2C(=O)C(=O)c3cccc1c32 (stereo unspecified)
  A = -7%[46.1 µM] | B = -9% | C = -15% | D = -16%[38.3 µM] | E = -2% | F = -1.9% | G = -3%
CCOC(=O)c1ccc(NC(=S)N2CCC(O)CC2)cc1
  A = 11% | B = 7% | C = -4% | D = 2% | E = -1% | F = -1.8% | G = 12%
S=c1[nH]nc(Cc2sc(-c3ccccc3)nc2-c2ccccc2)o1
  A = -14%[46.1 µM] | B = -13% | C = / | D = -26%[38.3 µM] | E = -1% | F = -6.9% | G = 7%
O=C1/C(=C/C=C/c2ccccc2)Oc2c1ccc(O)c2CN1CCN(CCO)CC1
  A = -53% | B = 2% | C = -3% | D = / | E = / | F = 0.0% | G = -1%[9.22 µM]
N#CCCn1c(SCC(=O)NCc2ccco2)nc2ccccc21
  A = -16%[46.1 µM] | B = -3% | C = / | D = 44%[38.3 µM] | E = -1% | F = 0.1% | G = 3%
CCOC(=O)N(NC(=O)C(O)(C(C)C)C(C)C)c1ccccc1
  A = 9% | B = -3% | C = / | D = -14% | E = -2% | F = 3.3% | G = -18%
Cn1nc(-c2ccccc2)c(/C=N/O)c1Cl
  A = 11% | B = 5% | C = 1% | D = -2% | E = -2% | F = -1.2% | G = -20%

Arranged by count of non-hydrogen atoms (rising): 7 of the compounds above
Field names: A = NPSR antagonist; B = CBFb-RUNX1 inh; C = L3MBTL1 block; D = IMPase Li inh; E = Luc counter; F = Epigenetic derep; G = HttQ103 aggreg
Fc1ccc(/C=N/NC(=S)Nc2cccnc2)cc1F
  A = -26% | B = 11% | C = ? | D = 18% | E = 1% | F = -2.1% | G = -9%
Clc1ccc(-c2ccc(SCc3ccccn3)nn2)cc1
  A = -13%[46.1 µM] | B = 7% | C = 0% | D = -6%[38.3 µM] | E = -1% | F = -1.1% | G = 5%
NC(=O)c1ccsc1NC(=O)c1cc(=O)c2ccccc2o1
  A = -20% | B = 4%[2.36 µM] | C = 36%[activator] | D = -2% | E = -11% | F = 13% | G = 1%
CCCn1c(C)nc2c(NCCCN(CC)CC)nc(C)nc21
  A = / | B = 9% | C = / | D = -2% | E = -2% | F = 2.6% | G = /
N#CCCn1c(SCC(=O)NCc2ccco2)nc2ccccc21
  A = -16%[46.1 µM] | B = -3% | C = / | D = 44%[38.3 µM] | E = -1% | F = 0.1% | G = 3%
N#CCCn1nc(-c2ccccc2)cc1Nc1ccccc1NC(=O)C(F)(F)F
  A = -9% | B = 2% | C = -4% | D = -3% | E = 2% | F = 1.0% | G = 1%
COc1ccc(N(C)S(=O)(=O)c2cccc(C(=O)Nc3ccc(OC)nc3)c2)cc1
  A = 10% | B = 4% | C = -7% | D = 1% | E = -3% | F = -1.3% | G = 5%
